High-throughput results from PubChem BioAssay.
TcdB inh: TcdB glycohydrolase inhibitors, primary screen, biochemical, single point, plate reader. inhibition, % at 9.99 µM. 350,000 tested, 0.24% active. TcdB glycohydrolase enzymatic assay. Toxin B (Clostridioides difficile), P18177; in the data active = inhibition above about 10%
Target sequence (P18177 whole entry, looked up): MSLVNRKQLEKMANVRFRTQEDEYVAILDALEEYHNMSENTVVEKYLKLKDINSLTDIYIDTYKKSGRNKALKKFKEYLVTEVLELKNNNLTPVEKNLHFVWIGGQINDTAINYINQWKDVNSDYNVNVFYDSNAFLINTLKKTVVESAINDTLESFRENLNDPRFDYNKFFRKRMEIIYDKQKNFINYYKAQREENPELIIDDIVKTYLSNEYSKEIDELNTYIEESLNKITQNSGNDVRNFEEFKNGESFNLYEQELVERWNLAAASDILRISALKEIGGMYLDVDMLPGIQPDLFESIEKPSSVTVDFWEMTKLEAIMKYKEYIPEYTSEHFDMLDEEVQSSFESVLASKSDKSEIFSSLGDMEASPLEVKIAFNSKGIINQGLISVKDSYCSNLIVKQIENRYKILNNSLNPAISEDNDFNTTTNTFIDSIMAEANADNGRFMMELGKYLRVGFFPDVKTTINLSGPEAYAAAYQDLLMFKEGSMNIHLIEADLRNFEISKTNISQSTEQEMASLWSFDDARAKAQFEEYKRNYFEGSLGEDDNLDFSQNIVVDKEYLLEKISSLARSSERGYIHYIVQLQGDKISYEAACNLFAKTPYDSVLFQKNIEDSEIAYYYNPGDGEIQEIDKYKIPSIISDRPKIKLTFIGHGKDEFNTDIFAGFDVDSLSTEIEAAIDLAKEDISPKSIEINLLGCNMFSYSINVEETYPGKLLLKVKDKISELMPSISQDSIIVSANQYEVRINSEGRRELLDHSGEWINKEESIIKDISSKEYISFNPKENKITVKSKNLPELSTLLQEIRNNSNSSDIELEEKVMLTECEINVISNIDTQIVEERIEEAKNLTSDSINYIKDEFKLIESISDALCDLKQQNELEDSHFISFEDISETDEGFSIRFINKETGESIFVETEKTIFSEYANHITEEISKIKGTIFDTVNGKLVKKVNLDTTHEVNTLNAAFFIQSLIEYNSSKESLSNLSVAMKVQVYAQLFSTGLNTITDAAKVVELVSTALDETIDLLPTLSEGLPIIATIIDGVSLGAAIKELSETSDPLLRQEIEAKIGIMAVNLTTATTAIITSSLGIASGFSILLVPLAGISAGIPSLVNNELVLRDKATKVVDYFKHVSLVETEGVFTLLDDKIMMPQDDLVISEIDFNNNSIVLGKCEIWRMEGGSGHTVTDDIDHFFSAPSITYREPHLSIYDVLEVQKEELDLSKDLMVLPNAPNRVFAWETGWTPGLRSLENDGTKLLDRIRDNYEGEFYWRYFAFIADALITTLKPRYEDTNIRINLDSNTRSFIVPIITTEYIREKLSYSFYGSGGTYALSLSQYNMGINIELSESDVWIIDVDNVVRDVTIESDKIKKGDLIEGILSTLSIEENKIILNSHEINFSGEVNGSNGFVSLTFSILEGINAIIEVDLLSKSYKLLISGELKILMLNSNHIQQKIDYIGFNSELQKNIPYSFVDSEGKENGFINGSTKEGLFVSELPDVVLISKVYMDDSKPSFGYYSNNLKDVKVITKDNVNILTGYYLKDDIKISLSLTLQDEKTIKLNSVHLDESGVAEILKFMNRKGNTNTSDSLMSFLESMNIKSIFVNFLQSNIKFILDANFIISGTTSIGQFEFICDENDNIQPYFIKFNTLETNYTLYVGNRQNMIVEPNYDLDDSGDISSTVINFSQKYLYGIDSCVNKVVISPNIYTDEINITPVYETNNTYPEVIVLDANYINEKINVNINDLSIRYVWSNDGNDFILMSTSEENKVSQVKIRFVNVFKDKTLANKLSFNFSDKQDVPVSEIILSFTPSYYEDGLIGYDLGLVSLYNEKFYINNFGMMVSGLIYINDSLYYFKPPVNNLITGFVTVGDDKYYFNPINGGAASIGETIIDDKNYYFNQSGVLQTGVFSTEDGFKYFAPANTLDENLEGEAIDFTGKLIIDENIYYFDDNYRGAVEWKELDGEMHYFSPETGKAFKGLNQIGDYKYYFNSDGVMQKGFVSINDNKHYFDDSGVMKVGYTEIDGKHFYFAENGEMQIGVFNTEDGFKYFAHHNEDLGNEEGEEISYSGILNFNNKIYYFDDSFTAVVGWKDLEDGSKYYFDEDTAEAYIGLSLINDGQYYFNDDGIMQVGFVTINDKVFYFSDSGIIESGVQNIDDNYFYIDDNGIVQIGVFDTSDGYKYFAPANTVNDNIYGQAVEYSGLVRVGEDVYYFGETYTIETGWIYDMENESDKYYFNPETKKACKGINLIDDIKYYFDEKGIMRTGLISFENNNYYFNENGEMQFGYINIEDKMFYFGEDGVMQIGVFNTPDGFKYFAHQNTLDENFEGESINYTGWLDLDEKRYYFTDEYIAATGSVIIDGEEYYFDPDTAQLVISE
Starred values were filed as active, the others as inactive. An excerpt. The share of hits here may be higher or lower than overall.

SMILES | TcdB inh
CN1C(=O)c2cc(NC(=O)c3cccc(C(F)(F)F)c3)ccc2OC[C@H]2O[C@H](CC(=O)NCCN3CCCC3)CC[C@H]21 | 0.8
C/C=C/c1ccc(C2[C@@H]3CN(S(=O)(=O)c4ccccc4C)C[C@H]2N3)cc1 (some centres undefined) | 0.9
C[C@@H]1CCCCO[C@H](CN(C)Cc2ccccc2)[C@H](C)CN([C@@H](C)CO)C(=O)c2cc(NS(=O)(=O)c3cccs3)ccc2O1 | -1.7
O=C(Nc1ccc(F)cc1)N[C@H]1CC[C@@H](CCNC(=O)c2cc(Cl)cc(Cl)c2)O[C@H]1CO | -2.6
C[C@@H]1CN([C@@H](C)CO)C(=O)c2cccc(NC(=O)C3CC3)c2O[C@@H]1CN(C)S(=O)(=O)c1ccc(Cl)cc1 | -0.7
C[C@@H]1CN([C@@H](C)CO)C(=O)c2cc(C#Cc3ccccc3)cnc2O[C@@H]1CN(C)C(=O)c1ccccn1 | 0.7
C[C@@H]1CN([C@@H](C)CO)C(=O)c2cc(C3=CCCC3)cnc2O[C@H]1CN(C)C | 0.7
CN(C)C(=O)c1cccc(-c2ccc3c(c2)[C@H]2[C@H](CCN2C(=O)Cc2ccccc2)[C@@H](CO)N3)c1 | -1.1
CC(=O)N1[C@@H]2Cn3c(ccc(C4=CCCC4)c3=O)[C@H]1[C@@H](C(=O)NC1CCCC1)[C@@H]2CO | 0.1
CC(C)NC(=O)N(C)C[C@H]1Oc2ncc(C#CC3CC3)cc2C(=O)N([C@@H](C)CO)C[C@H]1C | 1.1
O=C([C@@H]1[C@@H](CO)[C@@H]2Cn3c(ccc(-c4ccccc4)c3=O)[C@H]1N2CCC(F)(F)F)N1CCOCC1 | 0.8
C[C@@H]1CN([C@H](C)CO)C(=O)c2cc(C#CCc3ccccc3)cnc2O[C@@H]1CN(C)Cc1ccccn1 | -0.7
CCC(=O)N1C[C@H](C)[C@@H](OC)CN(C)C(=O)c2cc(NC(=O)Nc3ccc(Cl)cc3)ccc2OC[C@H]1C | 2.4
CCCC(=O)Nc1ccc2c(c1)OC[C@H](C)N(Cc1ccccc1)C[C@H](C)[C@@H](OC)CN(C)C2=O | -0.2
CO[C@H]1CC[C@H]2CCN(C)C(=O)[C@@H](C)[C@H](OC)CN(C)C(=O)c3cccc(C#N)c3OC[C@H]1O2 | 0.2
COc1cccc(NC(=O)N[C@H]2CC[C@H](CC(=O)Nc3ccccc3)O[C@H]2CO)c1 | 0.0
CCCNC(=O)Nc1ccc2c(c1)C(=O)N(C)C[C@H](OC)[C@@H](C)CN(S(C)(=O)=O)[C@@H](C)CO2 | -3.8
CC(C)NC(=O)Nc1ccc2c(c1)C(=O)N([C@@H](C)CO)C[C@@H](C)[C@H](CN(C)C(=O)Cc1ccccc1)OCCCC[C@@H](C)O2 | -0.8
COCC(=O)N1[C@H](CO)[C@H](c2ccc(C#Cc3ccccc3F)cc2)[C@@H]1C#N | 0.4
C[C@H](CO)N1C[C@H](C)[C@H](CN(C)S(=O)(=O)c2ccc(F)cc2)Oc2cc(-c3cccc(F)c3)ccc2S1(=O)=O | 0.8
Cc1ccccc1-c1ccccc1[C@H]1[C@@H](CO)N(C(=O)c2ccc(F)cc2)[C@H]1C#N | -0.7
CCCNC(=O)C[C@H]1CC[C@H]2[C@@H](COC[C@@H](O)CN2C(=O)Nc2cccc(Cl)c2)O1 | 1.9
CN(C)CC(=O)N[C@@H]1CC[C@@H](CCNC(=O)C2CCC2)O[C@H]1CO | -0.2
CO[C@@H]1CN(C)C(=O)c2ccc(NS(=O)(=O)c3ccc(Cl)cc3)cc2OC[C@H](C)NC[C@H]1C | -4.8
C[C@H](CO)N1C[C@H](C)[C@H](CN(C)C(=O)C2CCC2)Oc2ncc(-c3cccc(F)c3)cc2C1=O | -0.1
C[C@@H]1CN([C@@H](C)CO)C(=O)c2cc(NC(=O)CCC(F)(F)F)ccc2O[C@H]1CN(C)C(=O)Nc1ccc2c(c1)OCO2 | -1.5
O=C(Nc1cc(F)ccc1F)N1CC(=O)N2[C@@H](CO)[C@@H](c3ccc(C#CC4CCCC4)cc3)[C@@H]2C1 | 0.6
O=C(c1ccccc1)N1CC[C@@H]2[C@@H](CO)Nc3ccc(C#Cc4ccccc4F)cc3[C@@H]21 | 0.1
C[C@@H]1CN([C@@H](C)CO)C(=O)c2cc(C#CCN(C)C)cnc2O[C@@H]1CN(C)C(=O)Nc1cc(F)ccc1F | -0.3
C[C@@H]1CCCCO[C@H](CN(C)C(=O)CCCN(C)C)[C@@H](C)CN([C@H](C)CO)C(=O)c2cc(N(C)C)ccc2O1 | -16
C[C@@H]1CN([C@H](C)CO)C(=O)c2cccc(NC(=O)C3CC3)c2O[C@@H]1CN(C)Cc1ccc(Cl)c(Cl)c1 | 0.8
COc1ccc(CN(C)C[C@@H]2OCCCC[C@@H](C)Oc3ccc(NS(=O)(=O)c4cccs4)cc3C(=O)N([C@@H](C)CO)C[C@H]2C)cc1 | 0.1
C[C@@H]1CN([C@H](C)CO)C(=O)Cc2cc(NS(=O)(=O)c3ccc(F)cc3)ccc2O[C@@H]1CN(C)Cc1ccc2c(c1)OCO2 | -0.7
CN(C)CCCNC(=O)C[C@H]1C=C[C@H](NS(=O)(=O)c2ccccc2)[C@H](CO)O1 | -0.1
C[C@@H]1CCCCO[C@H](CN(C)C(=O)Cc2ccccc2)[C@@H](C)CN([C@H](C)CO)C(=O)c2cc(NS(=O)(=O)c3ccc(F)cc3)ccc2O1 | 0.0
C[C@@H]1CN([C@@H](C)CO)C(=O)c2cc(C3=CCCC3)cnc2O[C@H]1CN(C)C(=O)c1cccnc1 | -0.3
N#C[C@@H]1[C@H](c2ccc(C3=CCCC3)cc2)[C@H](CO)N1C(=O)Cc1ccncc1 | 0.0
Cc1ccc(S(=O)(=O)N[C@H]2CC[C@H](CC(=O)N3CCC(Cc4ccccc4)CC3)O[C@H]2CO)cc1 | 1.1
C[C@H]1CN([C@@H](C)CO)C(=O)c2cc(NS(=O)(=O)c3ccc(F)cc3)ccc2O[C@@H]1CN(C)S(=O)(=O)c1ccc(F)cc1 | -5.5
C[C@H](CO)N1C[C@H](C)[C@@H](CN(C)S(=O)(=O)c2ccccc2)Oc2ccc(NC(=O)Cc3cn(C)c4ccccc34)cc2CC1=O | -0.5
O=C(C[C@@H]1C[C@H]2c3cc(NC(=O)c4ccc5c(c4)OCO5)ccc3O[C@H]2[C@@H](CO)O1)NCCc1ccccc1 | -4.1
O=C(N[C@@H]1CC[C@H](CCNC(=O)C2CC2)O[C@@H]1CO)c1ccncc1 | 0.6
C[C@@H]1CN([C@H](C)CO)C(=O)Cc2cc(NS(=O)(=O)c3ccc(F)cc3)ccc2O[C@@H]1CN(C)C | -0.5
COc1ccc(CNC(=O)C[C@@H]2C=C[C@H](NC(=O)c3ccc4c(c3)OCO4)[C@H](CO)O2)cc1 | 0.5
C[C@H](CO)N1C[C@H](C)[C@H](CN(C)C(=O)Nc2ccc(F)cc2)Oc2ccc(NC(=O)Nc3ccccc3)cc2CC1=O | 0.0
C[C@@H]1CN([C@H](C)CO)C(=O)c2cc(NS(=O)(=O)c3ccccc3)ccc2O[C@@H](C)CCCCO[C@H]1CN(C)Cc1ccccc1 | 0.0
C[C@H](CO)N1C[C@H](C)[C@H](CN(C)S(=O)(=O)c2cn(C)cn2)Oc2cc(C3=CCCCC3)ccc2S1(=O)=O | 0.5
C[C@H](CO)N1C[C@H](C)[C@H](CN(C)CC2CC2)Oc2c(NC(=O)C3CCCCC3)cccc2C1=O | -0.1
COc1ccc(S(=O)(=O)Nc2ccc3c(c2)C(=O)N([C@@H](C)CO)C[C@H](C)[C@H](CN(C)S(=O)(=O)c2ccc(C)cc2)O3)cc1 | -1.3
C[C@@H]1CN([C@@H](C)CO)C(=O)Cc2cc(NC(=O)Cc3ccccc3)ccc2O[C@@H]1CN(C)C(=O)Nc1ccc(C(F)(F)F)cc1 | 0.4

Reprinted from the part before: 5 entries, followed by the next part.
SMILES | TcdB inh
C[C@@H]1CN([C@H](C)CO)C(=O)c2cc(NS(=O)(=O)c3ccccc3)ccc2O[C@@H](C)CCCCO[C@H]1CN(C)Cc1ccccc1 | 0.0
C[C@H](CO)N1C[C@H](C)[C@H](CN(C)S(=O)(=O)c2cn(C)cn2)Oc2cc(C3=CCCCC3)ccc2S1(=O)=O | 0.5
C[C@H](CO)N1C[C@H](C)[C@H](CN(C)CC2CC2)Oc2c(NC(=O)C3CCCCC3)cccc2C1=O | -0.1
COc1ccc(S(=O)(=O)Nc2ccc3c(c2)C(=O)N([C@@H](C)CO)C[C@H](C)[C@H](CN(C)S(=O)(=O)c2ccc(C)cc2)O3)cc1 | -1.3
C[C@@H]1CN([C@@H](C)CO)C(=O)Cc2cc(NC(=O)Cc3ccccc3)ccc2O[C@@H]1CN(C)C(=O)Nc1ccc(C(F)(F)F)cc1 | 0.4
COc1cccc(S(=O)(=O)N[C@@H]2C=C[C@H](CC(=O)NCc3ccc(F)cc3)O[C@@H]2CO)c1 | 1.4
C[C@@H]1CCCCO[C@@H](CN(C)Cc2ccc(C(=O)O)cc2)[C@@H](C)CN([C@@H](C)CO)C(=O)c2cc(NS(=O)(=O)c3ccc(F)cc3)ccc2O1 | 0.6
C/C=C/c1ccc2c(c1)O[C@H](CN(C)C(=O)c1ccccn1)[C@H](C)CN([C@H](C)CO)S2(=O)=O | -0.4
O=C(C[C@@H]1C[C@H]2c3cc(NC(=O)NC4CCCC4)ccc3O[C@H]2[C@@H](CO)O1)NCc1ccc(-c2ccccc2)cc1 | -0.9
Cc1ccc(S(=O)(=O)Nc2ccc3c(c2)C(=O)N([C@@H](C)CO)C[C@H](C)[C@@H](CN(C)C)O3)cc1 | -0.4
COc1ccc(CN(C)C[C@H]2OCCCC[C@H](C)Oc3ccc(NS(=O)(=O)c4ccc(F)cc4)cc3C(=O)N([C@@H](C)CO)C[C@H]2C)cc1 | 1.6
COc1ccc(CN(C)C[C@@H]2Oc3c(NC(=O)NC(C)C)cccc3C(=O)N([C@@H](C)CO)C[C@@H]2C)cc1 | -8.9
C[C@@H]1CCCCO[C@H](CN(C)Cc2ccc(C(F)(F)F)cc2)[C@H](C)CN([C@@H](C)CO)C(=O)c2cc(NC(=O)c3ccncc3)ccc2O1 | 0.6
CCS(=O)(=O)N1CC2(C1)CN(S(=O)(=O)c1ccccc1)[C@H](CO)c1c2c2ccc(OC)cc2n1C | -1.5
C[C@@H]1CN([C@H](C)CO)C(=O)c2cc(NS(C)(=O)=O)ccc2O[C@@H](C)CCCCO[C@@H]1CN(C)C(=O)NC1CCCCC1 | 1.3
CS(=O)(=O)Nc1ccc2c(c1)[C@H]1C[C@H](CC(=O)NCc3cc(F)ccc3F)O[C@@H](CO)[C@H]1O2 | 0.3
Cc1ccccc1-c1ccc2c(c1)O[C@@H](CN(C)C(=O)C1CC1)[C@H](C)CN([C@@H](C)CO)S2(=O)=O | 1.2
COc1ccc(NC(=O)N[C@@H]2CC[C@@H](CCNC(=O)c3ccccc3F)O[C@H]2CO)cc1 | 0.3
CCC(=O)N(C)C[C@H]1Oc2cc(C#Cc3ccccn3)ccc2S(=O)(=O)N([C@@H](C)CO)C[C@@H]1C | 1.5
O=C(C[C@H]1C[C@H]2c3cc(NC(=O)Nc4ccccc4F)ccc3O[C@H]2[C@@H](CO)O1)NC1CCCCC1 | 0.7
O=C(c1cccnc1)N1C[C@@H]2[C@H](c3ccccc31)[C@H](CO)N2C(=O)Nc1ccc(F)cc1 | 0.4
COc1ccccc1NC(=O)N1CC(=O)N2[C@H](CO)[C@@H](c3ccc(C#CC(C)C)cc3)[C@H]2C1 | -0.7
CCCN1C[C@@H](C)[C@@H](OC)CN(C)C(=O)c2ccc(NC(=O)c3cccc(F)c3)cc2OC[C@@H]1C | 0.6
CCCC#Cc1cnc2c(c1)C(=O)N([C@H](C)CO)C[C@@H](C)[C@@H](CN(C)C(=O)Nc1ccc(OC)cc1)O2 | 0.8
C[C@H](CO)N1C[C@H](C)[C@H](CN(C)Cc2ccc(C(=O)O)cc2)OCCCC[C@H](C)Oc2ccc(NC(=O)Nc3ccc4c(c3)OCO4)cc2C1=O | -1.5
CCNC(=O)[C@H]1[C@H](CO)[C@H]2Cn3c(ccc(-c4cccc(F)c4)c3=O)[C@@H]1N2C(=O)c1cnccn1 | -1.9
CN1C(=O)c2cc(NC(=O)C3CCCC3)ccc2OC[C@@H]2O[C@@H](CC(=O)O)CC[C@@H]21 | -0.8
O=C(c1ccncc1)N1C[C@@H]2[C@H](c3ccccc31)[C@@H](CO)N2Cc1ccccc1F | -0.6
CC(=O)N1CCCCN2[C@H](C1)[C@@H](c1ccc(C#Cc3ccccc3F)cc1)[C@@H]2CO | 0.0
CCNC(=O)[C@H]1[C@H](CO)[C@H]2Cn3c(ccc(-c4ccccc4)c3=O)[C@H]2N1Cc1ccccn1 | -1.0
O=C(C[C@@H]1C=C[C@@H](NC(=O)Cc2cccnc2)[C@@H](CO)O1)Nc1ccccc1 | -1.2
COc1ccc(S(=O)(=O)N(C)C[C@@H]2Oc3c(NC(=O)Nc4ccc(C(F)(F)F)cc4)cccc3C(=O)N([C@H](C)CO)C[C@@H]2C)cc1 | 0.8
CCC(=O)N[C@@H]1CC[C@@H](CC(=O)OC)O[C@H]1CO | 0.3
COc1ccc(S(=O)(=O)Nc2ccc3c(c2)C(=O)N(C)C[C@H](OC)[C@H](C)CN[C@H](C)CO3)cc1 | 0.0
C[C@H](CO)N1C[C@H](C)[C@H](CN(C)S(=O)(=O)c2ccc(F)cc2)Oc2ccc(NC(=O)CCC(F)(F)F)cc2CC1=O | 0.8
COCC(=O)N1CC[C@@H]2[C@@H](CO)N(C)c3ccc(-c4ccccc4)cc3[C@@H]21 | 13*

Reformatted: results already given
mol: COCC(=O)N1CC[C@@H]2[C@@H](CO)N(C)c3ccc(-c4ccccc4)cc3[C@@H]21
  TcdB inh = 13*

mol: CCC(=O)N[C@@H]1CC[C@@H](CC(=O)OC)O[C@H]1CO
  TcdB inh = 0.3

mol: C[C@H](CO)N1C[C@H](C)[C@H](CN(C)S(=O)(=O)c2ccc(F)cc2)Oc2ccc(NC(=O)CCC(F)(F)F)cc2CC1=O
  TcdB inh = 0.8
